CHO-K1 Ca antag: counter-screen for M1 antagonists: effect in parental CHO-K1 cells; ATP-induced calcium, Fluo-8 fluorescence; inhibition, % at 3 µM; 0.6% of 360,000 active;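 active = inhibition above a per-plate cutoff, the plate's mean sample inhibition plus 3 SD, cut at about 24% in these data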;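 also: 0% = DMSO plus EC80 ATP and 100% = DMSO alone without ATP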
OXTR potentiate: human OXTR potentiation. 0.061% of 320,000 active. activation, % at 3 µM. P30559. AID 2445. CHO-OTR cells, Fluo-8 calcium fluorescence, potentiator mode; 0% = oxytocin EC15, 100% = EC100;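 active = activation above that plate's cutoff, the mean activation of tested compounds plus 3 SD, cut at about 6.6% in these data, passing the limit was not always enough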;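 also: 100% uses oxytocin at 75 nM as the full agonist control; some results filed as inactive read as strong as hits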
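Assay system: CHO-OTR cells, human receptor / Also added: oxytocin at about EC15, sub-maximal agonist stimulus / Dosing: single dose, 3.0 µM nominal final compound concentration / Incubation: 6 min pre-incubation, 100 s read / Technique: Fluo-8 calcium dye fluorescence / Read-out: % activation vs EC15 and EC100 oxytocin / Benchmarks: EC15 oxytocin low, 75 nM oxytocin high / Replicates: singlicate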
TAAR1 antagonist: antagonists of human TAAR1; Q96RJ0; CHO RD-HGA16 TAAR1, Fluo-8 calcium fluorescence, antagonist; inhibition, % at 3 µM; 1.5% of 360,000 active; AID 624466;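 active = inhibition above a per-plate cutoff, the mean inhibition of test compounds on that plate plus 3 SD, cut at about 49% in these data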;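 also: 0% = DMSO plus EC80 beta-PEA response and 100% = DMSO alone without agonist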
Target sequence (Q96RJ0 whole entry, looked up): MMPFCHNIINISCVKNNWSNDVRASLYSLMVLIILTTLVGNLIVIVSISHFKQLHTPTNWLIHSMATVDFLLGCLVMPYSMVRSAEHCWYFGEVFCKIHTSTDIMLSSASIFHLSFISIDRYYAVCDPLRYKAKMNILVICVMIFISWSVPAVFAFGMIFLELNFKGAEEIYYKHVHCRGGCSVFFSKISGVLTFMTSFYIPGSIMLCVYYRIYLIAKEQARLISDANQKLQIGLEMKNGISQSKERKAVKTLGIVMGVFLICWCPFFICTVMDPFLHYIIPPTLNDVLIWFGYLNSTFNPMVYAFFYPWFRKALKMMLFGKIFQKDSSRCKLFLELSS
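Assay system: CHO-derived RD-HGA16 cells stably expressing human TAAR1 plus Gα16. Timing: 140 s kinetic read after compound, 140 s after agonist. Technique: kinetic Fluo-8 calcium fluorescence measurement. Measure: % inhibition of agonist calcium response.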
M1 antag: blocks human M1 muscarinic receptor | 1.3% of 360,000 active | P11229 | CHO-K1 hM1, Fluo-8 calcium fluorescence, ACh EC80 antagonist | inhibition, % at 3 µM | AID 588852;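 active = percent inhibition above its own plate's cutoff, namely the mean of that plate's compound wells plus 3 SD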;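 also: peak over basal fluorescence ratio during 140 s after agonist addition; 0% = ACh EC80 plus DMSO and 100% = DMSO alone without agonist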
Target sequence (P11229 whole entry, looked up): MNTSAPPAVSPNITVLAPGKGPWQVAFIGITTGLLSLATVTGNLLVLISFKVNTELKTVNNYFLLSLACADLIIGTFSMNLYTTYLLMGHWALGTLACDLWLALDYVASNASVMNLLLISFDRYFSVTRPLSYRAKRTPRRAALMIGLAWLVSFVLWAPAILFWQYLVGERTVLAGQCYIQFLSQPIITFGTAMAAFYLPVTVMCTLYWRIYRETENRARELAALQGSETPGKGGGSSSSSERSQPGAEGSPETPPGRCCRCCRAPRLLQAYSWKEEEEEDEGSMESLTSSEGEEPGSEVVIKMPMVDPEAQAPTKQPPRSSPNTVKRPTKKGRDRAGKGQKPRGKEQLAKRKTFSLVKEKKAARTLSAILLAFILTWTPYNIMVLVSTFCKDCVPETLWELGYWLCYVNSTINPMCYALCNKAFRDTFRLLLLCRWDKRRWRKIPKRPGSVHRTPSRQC
CHO-K1 Ca ag: M1 agonist counterscreen hit in parental CHO-K1 cells; 0.48% of 360,000 active; Fluo-8 calcium fluorescence; scaled to maximal ATP response, vehicle zero; activation, % at 3 µM; AID 602248; in the data active = activation above about 15%;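 also: untransfected CHO-K1 host cells lacking M1 receptor as counterscreen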
CHRM1 agonist: human M1 muscarinic receptor agonism. CHO-K1 hM1, Fluo-8 calcium fluorescence, agonist mode; 0% DMSO, 100% acetylcholine EC100. P11229. AID 588814. 0.33% of 360,000 active. activation, % at 3 µM;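 active = activation above the run's mean compound activation plus 3 SD, cut at about 16% in these data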;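 also: peak over basal fluorescence ratio within a 140 s kinetic read after compound addition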
TAAR1 agonist: human TAAR1 agonism; Q96RJ0; CHO RD-HGA16 TAAR1, Fluo-8 calcium fluorescence; vehicle wells 0%, saturating PEA agonist 100%; activation, % at 3 µM; 0.99% of 360,000 active;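 active = activation above the mean activation of all test compounds in the run plus 3 SD, cut at about 38% in these data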
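test system = CHO RD-HGA16 cells carrying human TAAR1 plus Gα16 | schedule = 17-24 h seeding, 75 min 37 °C dye, 30 min RT | compound dosing = 3 µM single concentration | control set = DMSO and PEA EC100 | replicates = n 1 | signal = Fluo-8 fluorescence, 5 s baseline then 140 s kinetic read | measure = percent activation vs PEA EC100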
M1 PAM parental: counter-screen for M1 PAMs: effect in parental CHO-K1 cells. activation, % at 3 µM. ATP EC20, Fluo-8 calcium fluorescence; 0% at ATP EC20, 100% at ATP max. 0.02% of 360,000 active;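 active = activation above the run cutoff, the mean activation of all test compounds plus 3 SD, cut at about 40% in these data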;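 also: peak over basal fluorescence ratio in a 140 s read after ATP addition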
CHO parental Ca: signal in parental CHO cells, OX1R antagonist counter-screen. AID 463079. 0.63% of 330,000 active. parental CHO-K1, ATP-induced calcium, Fluo-8 fluorescence. inhibition, % at 5.6 µM;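 active = inhibition above that plate's mean sample inhibition plus 3 SD, cut at about 26% in these data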;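 also: 0% = ATP-challenged DMSO wells and 100% = DMSO wells without ATP; some compounds past the cut are filed as inactive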
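Material – parental CHO cells · Reagent – ATP stimulus · Compound – single nominal dose of 5.6 µM per compound · Detection – Fluo-8 fluorescence · Read-out basis – percent inhibition of calcium signal · Controls – ATP-challenged DMSO wells low, unchallenged DMSO wells high · Repeats – no replicates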
* = called active by the depositor; x = not tested or not shown.

Every second line gives: CHO-K1 Ca antag, OXTR potentiate, TAAR1 antagonist, M1 antag, CHO-K1 Ca ag, CHRM1 agonist, TAAR1 agonist, M1 PAM parental, CHO parental Ca
CCC(C)c1ccc(OCCn2ccnc2)cc1 (configuration not stated)
→ 6, -13, -2, 6, 2.1, -8, 2, 7, -3
CCOc1ccc(NS(=O)(=O)c2ccc(NS(C)(=O)=O)cc2)cc1
→ -12, -6, -13, 0, 1.0, 7, 2, 17, -9
CC(C)Nc1nc(-c2cccnc2)nc(-c2ccccc2)c1C#N
→ -9, 1, -14, -11, 0.9, -4, -1, 7, -4
COc1ccc(NS(=O)(=O)c2ccc(O)c([N+](=O)[O-])c2)cc1S(=O)(=O)N1CCCCC1
→ -5, -1, -16, 5, 1.4, 0, 1, 11, -2
NC(c1ccccc1)c1cccs1 (configuration not stated)
→ 16, x, -12, 7, -0.1, 7, 0, -2, x
O=C(O)c1ccc(Oc2c(C(F)(F)F)oc3cc(O)ccc3c2=O)cc1
→ -9, -5, -17, -4, 0.3, -2, 3, -10, -8
COc1ccc(-c2noc(-c3ccccc3-c3ccccc3)n2)cc1OC
→ -2, -19, 5, -4, 1.2, -4, -2, 7, -18
C=CC1C(N2CCOCC2)C(C)(C)S1(=O)=O (configuration not stated)
→ 14, -7, -19, 7, 0.1, -2, 13, -10, -10
CC(=O)Nc1ccc(NC(=O)C(C)Oc2ccc(C)nc2[N+](=O)[O-])cc1 (configuration not stated)
→ -16, -3, -4, -11, -0.2, -3, 9, 11, -7
CCCCCCn1c(=O)[nH]c2nc3cc(N)ccc3nc2c1=O
→ x, -12, 57*, x, x, x, 118*, x, 51*
COc1ccc(CCNc2nc(C)nc3c2nnn3Cc2ccccc2)cc1OC
→ -10, -1, -1, -5, 2.0, -2, 3, 21, -15
CCCCCc1ccc(-c2ccc(/C=C/C(=O)O)cc2)nc1
→ -9, -2, 26, 23, -0.3, -2, -3, 1, 6
CN(CC(=O)Nc1ccc(F)cc1)C(=O)COC(=O)CSc1ccc(F)cc1
→ -2, -9, -1, -6, 1.3, -1, 1, -9, -18
COCCNCCOCCOc1ccc(Cl)c(C)c1
→ -5, -8, -2, -5, 0.4, -5, 1, 16, -14
CN(C)CCCNCCCNC(=O)c1ccncc1
→ -8, -1, 11, -5, 0.3, -4, 6, 14, -6
COc1cccc2c1C1(O)C2CCCCCCCCCC12OCCCO2 (configuration not stated)
→ -17, x, -17, -9, 0.5, -3, 1, 25, x
NC(=O)c1cccn1Cc1cccc(Cl)c1
→ -6, -6, 13, 4, 2.6, -5, 4, 18, -5
N#CC1(NC(=O)CN2C(=O)NC(Cc3c[nH]c4ccccc34)C2=O)CCCCC1 (configuration not stated)
→ -15, -9, -9, -15, 0.2, -3, 3, 14, -5
O=C(OCC(=O)c1cccs1)C1=COCCO1
→ -10, -8, 6, -6, 0.0, -2, 12, 18, 9
CCOC(=O)c1csc(NC(=O)c2ccc3c(c2)OCCO3)n1
→ -3, -15, x, -19, 0.6, 9, x, -3, -13
CCN1CCCCC(=N/O)/C(=N/O)CCCC1
→ -15, -2, -12, -13, 1.4, -6, 3, 10, -18
CN(C)CCCNC(=S)NCCNc1nc2cc3c(cc2cc1C#N)OCO3
→ 8, 1, -6, 8, -0.2, -4, 5, -14, -2
Cc1ccc(C(=O)/C=C/c2ccccc2)o1
→ -2, -7, 14, -6, 0.3, -4, -3, 14, -23
O=P(OC1CCS(=O)(=O)C1)(c1ccccc1)c1ccccc1 (configuration not stated)
→ -3, -16, -25, -15, -0.1, -3, 6, 8, -6
COc1cc(NC(=O)[C@@H](NC(=O)c2ccco2)C(C)C)c(OC)cc1NC(=O)c1ccccc1
→ -20, 1, 0, -7, 0.9, -5, 2, 5, -20
CC(CC(=O)Nc1cccc(F)c1)S(=O)(=O)c1ccc2c(c1)NC(=O)CO2 (configuration not stated)
→ 1, -5, -9, 17, 7.4, 1, 2, -10, -17
CCOC(=O)C1(CCOc2ccccc2)CCN(Cc2ccc(O)cc2)CC1
→ -1, -15, -16, 5, 6.3, -6, 10, 5, -13
Cc1ccc(S(=O)(=O)Nc2ccccc2CNc2c(C)n(C)n(-c3ccccc3)c2=O)cc1
→ -16, -10, 1, 14, 0.4, -8, 6, -6, -24
NC(=O)C1CCN(C(=O)c2cn(-c3ccccc3)nc2-c2cccnc2)CC1
→ -6, -9, -10, -17, 2.7, 0, 2, 11, 10
O=C(CSc1ccc2nnc(-c3ccncc3)n2n1)Nc1ccc2c(c1)OCO2
→ -14, -6, -10, -8, 0.4, -2, 1, 32, -1
CCC1([N+](=O)[O-])COC(c2ccc(OC)cc2)OC1 (configuration not stated)
→ 3, x, -17, 0, -0.1, 9, 11, -3, x
CCOC(=O)C1=C(C)S/C(=C\N(C)C)C1=O
→ 3, -6, 9, -29, 0.1, 8, 1, 8, -14
CC(CCc1ccccc1)NC(=O)c1cncc(Br)c1 (configuration not stated)
→ -8, -17, 1, -5, 0.5, -4, 4, 15, -12
CC(C)CN(C(=O)COC(=O)c1ccc([N+](=O)[O-])s1)c1c(N)n(Cc2ccccc2)c(=O)[nH]c1=O
→ 9, -5, -9, -8, -0.5, -2, 1, -4, -5
CC(C)c1ccc(NC(=O)C2CC(=O)N=C(N)S2)cc1 (configuration not stated)
→ -6, -1, -3, -9, -0.1, -5, 9, 3, -5
Cc1nc2ccc(NC(=O)c3oc4ccc(F)cc4c3C)cc2s1
→ 2, -3, x, -5, 0.1, 3, x, -14, -9
Cc1nn(-c2ccccc2)c2nc(C(Cl)(Cl)Cl)[nH]c(=O)c12
→ -4, 5, -13, -1, 1.0, -4, -1, 11, 1
NC(=O)CC(NC(=O)c1cccc(Br)c1)c1ccc(N2CCC(N3CCCC3)CC2)c([N+](=O)[O-])c1 (configuration not stated)
→ -9, -5, 5, -3, 0.2, -14, 0, 0, -7
CCOC(=O)C1=C(N)OC(C)=C(C#N)C1c1ccco1 (configuration not stated)
→ -3, -2, -17, -12, 0.1, -7, -2, 10, -3
CCOc1ccccc1NC(=O)CN1c2cccc3cccc(c23)S1(=O)=O
→ -10, -6, 8, 2, 1.4, -2, 3, 14, -13
CN(Cc1ccccc1)CC(O)COc1ccc(CNCc2cccnc2)cc1 (configuration not stated)
→ -14, -4, -17, -5, 1.4, -5, 1, 5, -13
COC(=O)c1cc2ccsc2n1Cc1nc(-c2cccc(Cl)c2)oc1C
→ -11, -3, -23, -24, 0.1, 0, 2, -4, -11
FC(F)(F)c1nnc2n1N=C(c1ccccc1)CS2
→ -8, -7, -27, -14, 0.3, -6, 9, 9, 3
Cc1[nH]nc(SCC(=O)N2CCCCC2)c1[N+](=O)[O-]
→ 11, -11, 6, -8, 0.0, 0, 6, -7, -2
COc1cccc(N2CC(C(=O)Nc3nnc(SCc4ccccn4)s3)CC2=O)c1 (configuration not stated)
→ -14, -3, 2, 11, 1.6, -2, 8, 25, -16
COc1nc(C)ccc1-c1noc(-c2ccco2)n1
→ 5, 3, -5, -4, -0.3, -6, -2, -7, -22
COc1cccc(NC(C)=[N+](C)CCNS(=O)(=O)c2ccc(Cl)cc2)c1
→ -9, -2, -18, -4, 1.3, -4, 4, 19, -9
O=C(CCCC(=O)N(CC(=O)NC1CCCCC1)c1ccc(F)cc1)Nc1ccccn1
→ 2, -5, -5, -2, -0.4, 1, -3, -6, -24
Cn1c(N)c(C(=O)COC(=O)CN2C(=O)c3ccccc3C2=O)c(=O)n(C)c1=O
→ 2, -4, 5, -8, 0.5, -6, 9, 22, -8
CCOC(=O)CCCNc1ccc([N+](=O)[O-])cc1[N+](=O)[O-]
→ 5, -5, -8, 6, 0.1, -5, 0, -7, 5
O=C(/C=C/c1ccccc1)NCCc1ccc2c(c1)OCCO2
→ 8, -4, -9, -4, 0.7, -1, 2, 12, -21
CCOc1ccc(C2NC(=O)c3sc(=S)n(-c4ccccc4)c3N2)cc1 (configuration not stated)
→ -4, 1, -25, -8, 2.4, -6, -1, 19, -9
COc1ccc(C(=O)O)cc1S(=O)(=O)NC(C)C12CC3CC(CC(C3)C1)C2 (configuration not stated)
→ 7, -10, 13, 13, 1.9, 0, 7, -4, 34*
COc1ccc(C2CC(=O)NC3=C2C(=O)CCC3)cc1Cl (configuration not stated)
→ 3, -4, 6, 3, -0.4, -3, 7, 0, 3
COc1ccc(NC(=O)COC(=O)c2cccc(S(=O)(=O)N3CCCCC3)c2)c(OC)c1
→ -7, 0, 5, 4, 0.1, 5, 6, 0, -13
COc1ccccc1NC(=O)Cn1nnc(C(=O)NCc2cccs2)c1N
→ -18, -10, 1, -10, 1.4, -1, 1, 21, -15
O=C(Nc1nc(=S)ss1)c1ccc(Cl)cc1Cl
→ 1, -9, 0, -14, -0.2, 0, 16, 16, -9
CC(C)CCn1c(-c2nonc2N)nc2ccccc21
→ 22, -5, 1, -15, -0.7, 1, 24, -6, -16
CCN(CC(=O)NCc1ccncc1)S(=O)(=O)c1cc(Cl)ccc1Cl
→ -11, -2, -1, -14, 0.1, -12, 0, 9, -5

High-throughput results (PubChem BioAssay)
